# Screening data as filed in PubChem BioAssay.
# APOBEC3A inh = blocks human APOBEC3A ssDNA deamination | 0.41% of 330,000 active | recombinant A3A, FAM/TAMRA ssDNA deamination fluorescence | P31941 | inhibition, % at 20 µM;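 active = at least 40% inhibition at 20 µM here, with at most 30% in a related deaminase screen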;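 also: plate controls were A3A with DMSO for no effect and wells lacking A3A enzyme for full effect; some results filed as inactive read as strong as hits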
# Target sequence (P31941 whole entry, looked up): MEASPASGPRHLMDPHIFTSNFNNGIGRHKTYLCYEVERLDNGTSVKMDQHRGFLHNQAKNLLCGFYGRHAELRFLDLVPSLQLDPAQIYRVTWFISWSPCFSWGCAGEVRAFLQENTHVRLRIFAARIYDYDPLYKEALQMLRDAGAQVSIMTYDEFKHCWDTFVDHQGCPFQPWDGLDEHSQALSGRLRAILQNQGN
# tim10-1 inh = inhibits growth of tim10-1 mutant yeast | S. cerevisiae tim10-1 ts strain growth, BacTiter-Glo, 24 h | inhibition, % at 20 µM | 2.2% of 330,000 active;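 active = inhibition of at least 40%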;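 also: mutant grown at 25 °C; 0% = DMSO wells with yeast and 100% = wells holding no yeast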
# NALP3 yeast inh = inhibitors of NALP3 inflammasome in yeast. Yeast reconstituted NLRP3/ASC/caspase-1, beta-gal luminescence, 24 h. inhibition, % at 10 µM. 0.39% of 330,000 active;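 active = inhibition of 50% or more; inactive = inhibition below 50%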;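 also: plate controls were induced DMSO wells for no effect and uninduced yeast grown without galactose for full effect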
# mIAP activ = mouse IAP activation. muIAP, CDP-Star luminescence, 30 min; hits give high values; 1 = vehicle-only enzyme signal, 0 = enzyme-free wells. activation factor at 10 µM. 0.24% of 330,000 active. AID 2805;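 active = activation factor of at least 2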; also: the source names both 10 and 20 µM as test concentration; values of inactives mirror those of a sister screen read the other way
#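 also added = chemiluminescent substrate CDP-Star | test system = mouse IAP enzyme | signal = chemiluminescence readout | compound = DMSO-dissolved test compounds | incubation = 30 min at room temperature | benchmarks = DMSO wells, no-enzyme wells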
# mIAP block = blocks mouse intestinal alkaline phosphatase; purified mouse IAP, CDP-Star luminescence, 30 min; inhibition, % at 10 µM; AID 2806; 0.2% of 330,000 active;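 active = inhibition of at least 40% at 10 µM in the primary screen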;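 also: plate controls were DMSO with enzyme for no effect and no enzyme wells for full effect; values of inactives mirror those of a sister screen read the other way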
# hIAP block = human IAP inhibition; AID 2544; 0.12% of 330,000 active; purified IAP, CDP-Star luminescence, 30 min; inhibition, % at 10 µM; P09923;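 active = inhibition reaching a set limit with compound at 10 µM in the primary screen, cut at about 35% in these data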;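 also: plate controls were DMSO wells with enzyme for no effect and no-enzyme buffer wells for full effect; values of inactives mirror those of a sister screen read the other way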
# Target sequence (P09923 whole entry, looked up): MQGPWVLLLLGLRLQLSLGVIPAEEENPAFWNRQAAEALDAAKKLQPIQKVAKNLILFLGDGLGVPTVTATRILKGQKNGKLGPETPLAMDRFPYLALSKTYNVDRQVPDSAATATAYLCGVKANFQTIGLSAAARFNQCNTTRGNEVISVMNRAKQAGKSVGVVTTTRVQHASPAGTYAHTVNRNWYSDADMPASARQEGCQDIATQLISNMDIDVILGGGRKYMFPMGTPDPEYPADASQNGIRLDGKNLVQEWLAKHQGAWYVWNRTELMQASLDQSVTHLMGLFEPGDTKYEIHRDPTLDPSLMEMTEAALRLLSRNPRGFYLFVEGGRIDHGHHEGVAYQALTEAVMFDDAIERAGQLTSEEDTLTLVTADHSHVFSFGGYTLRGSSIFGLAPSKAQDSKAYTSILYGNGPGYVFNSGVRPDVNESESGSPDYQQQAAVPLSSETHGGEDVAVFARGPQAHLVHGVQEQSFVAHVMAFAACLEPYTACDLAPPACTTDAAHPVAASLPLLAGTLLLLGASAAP
# TIM10 inh = TIM10 yeast growth inhibition | S. cerevisiae TIM10 strain growth, BacTiter-Glo luminescence, 24 h | inhibition, % at 10 µM | 1.4% of 330,000 active | AID 463195;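 active = inhibition of 40% or more at the single tested concentration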;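 also: wild-type TIM10 isogenic control strain grown at permissive 25 °C; 0% = DMSO yeast wells and 100% = minimal medium wells without yeast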
# MIN6 prolif = induces beta-cell replication in MIN6 cells; proliferation, % at 10 µM; MIN6 cells proliferation, ATPlite luminescence, 48 h; cells starved in 0.2% serum; 100% = growth in 10% serum; AID 2380; 0.29% of 330,000 active;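 active = compounds whose signal lies at least 3.5 SD above the mean of all wells on their plate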;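 also: 0% = DMSO-treated cells in low-serum medium and 100% = 10% serum control; some compounds called inactive have numbers as strong as hits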
# A3G deaminase = blocks human APOBEC3G single-stranded DNA deamination; recombinant A3G, ssDNA deamination FAM/TAMRA fluorescence; 0.28% of 330,000 active; Q9HC16; inhibition, % at 20 µM;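 active = inhibition of at least 40% at 20 µM, with no more than 30% in the related APOBEC3A deaminase screen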;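 also: plate controls were DMSO wells with A3G for no effect and wells lacking A3G enzyme for full effect; some compounds called inactive have numbers as strong as hits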
# * = called active by the depositor.
# Sample of the layout, 7 compounds:
no.	compound	APOBEC3A inh	tim10-1 inh	NALP3 yeast inh	mIAP activ	mIAP block	hIAP block	TIM10 inh	MIN6 prolif	A3G deaminase
1	CC1CC(C)CN(C(=O)c2ccc(NS(=O)(=O)c3ccc4[nH]c(=O)[nH]c4c3)cc2)C1 (stereo not given)	-1	-23	4	1	-4	8	1	4	-11
2	Clc1ccc(-c2cccs2)nn1	2	-12	10	1.1	-7	-11	-20	-1	9
3	CCN(CC)CCCNC(=O)CC1Sc2ccccc2NC1=O (stereo not given)	-2	2	-2	0.95	5	1	4	0	-5
4	COc1ccc(Br)cc1CNCCSc1nnnn1C	-2	8	7	1.1	-6	27	-11	-2	-4
5	C=CCc1c(N(CC)CC)nc(C)[nH]c1=O	3	13	-3	1	-3	12	4	3	-3
6	O=C(CS(=O)CC(=O)N(CC(=O)NC1CCCC1)c1ccc2c(c1)OCCO2)Nc1ccc(F)cc1 (stereo not given)	2	12	12	1.1	-9	-11	4	-4	-6
7	COc1ccc(NC(C#N)c2ccccc2OCc2ccccc2)cc1 (stereo not given)	-6	14	38	0.93	7	-24	34	-5	-9

# All compounds of this part, from the first entry:
no.	compound	APOBEC3A inh	tim10-1 inh	NALP3 yeast inh	mIAP activ	mIAP block	hIAP block	TIM10 inh	MIN6 prolif	A3G deaminase
1	CC1CC(C)CN(C(=O)c2ccc(NS(=O)(=O)c3ccc4[nH]c(=O)[nH]c4c3)cc2)C1 (stereo not given)	-1	-23	4	1	-4	8	1	4	-11
2	Clc1ccc(-c2cccs2)nn1	2	-12	10	1.1	-7	-11	-20	-1	9
3	CCN(CC)CCCNC(=O)CC1Sc2ccccc2NC1=O (stereo not given)	-2	2	-2	0.95	5	1	4	0	-5
4	COc1ccc(Br)cc1CNCCSc1nnnn1C	-2	8	7	1.1	-6	27	-11	-2	-4
5	C=CCc1c(N(CC)CC)nc(C)[nH]c1=O	3	13	-3	1	-3	12	4	3	-3
6	O=C(CS(=O)CC(=O)N(CC(=O)NC1CCCC1)c1ccc2c(c1)OCCO2)Nc1ccc(F)cc1 (stereo not given)	2	12	12	1.1	-9	-11	4	-4	-6
7	COc1ccc(NC(C#N)c2ccccc2OCc2ccccc2)cc1 (stereo not given)	-6	14	38	0.93	7	-24	34	-5	-9
8	O=C(c1cccc(S(=O)(=O)N2CCCCCC2)c1)N1CCN(c2ccccc2F)CC1	-3	13	-2	1	-5	-7	5	-1	-8
9	N=c1c2c(n(Cc3ccccc3)c3c1CCC3)CCC2	1	-75	10	0.91	9	-15	-156	-6	-3
10	Cc1cc(NC(=O)CS(=O)(=O)c2cn(Cc3ccccc3Cl)c3ccccc23)no1	-3	17	23	1.1	-8	-4	-60	-2	1
11	Nc1nonc1-n1nnc(C(=O)N/N=C/c2cccnc2)c1CSc1ccc(Cl)cc1	-1	37	4	0.88	12	22	0	5	-2
12	COc1cccc(C2=CC(=O)C[C@H](c3ccc(F)cc3)C2)c1OC	1	24	27	1	-4	-2	-4	0	4
13	CCc1cc(C(=O)N/N=C/c2ccc(O)cc2)c2ccccc2n1	0	3	7	0.96	4	-9	2	0	-2
14	C#CCN1C(=O)C(O)(CC(=O)c2cc(OC)ccc2OC)c2ccccc21 (stereo not given)	-2	42*	11	0.92	8	32	39	-1	-3
15	Cc1ccc(-n2nnnc2-c2cnc3cc4c(cc3c2C)OCO4)cc1	4	29	6	1	-1	1	18	-1	-1

no.	compound	APOBEC3A inh	tim10-1 inh	NALP3 yeast inh	mIAP activ	mIAP block	hIAP block	TIM10 inh	MIN6 prolif	A3G deaminase
16	CCN(CC)S(=O)(=O)c1ccc(NC(=O)COc2cccc(-n3cnnn3)c2)cc1	0	6	6	1.1	-8	-4	0	0	-2
17	COc1ccc(S(=O)(=O)N2CCOCC2)cc1NC(=O)CSc1cc(C)ccc1C	0	15	10	1.1	-5	-20	15	0	-10
18	CCOC(=O)c1c(CN(C)C)oc2cc(CN(C)C)c(O)c(CSc3ccccc3)c12	1	34	25	1	-5	-10	28	-5	-6
19	CC(C)(C)N/N=C1\CC(c2ccccc2)Oc2ccccc21 (stereo not given)	-2	9	-4	0.87	13	12	8	-6	-10
20	CC(=O)NCCc1ccc(S(=O)(=O)NCc2ccc3c(c2)OCO3)cc1	8	4	10	1	-4	-8	4	0	-4
21	CC(=O)c1cccc(CN2CCC(n3nccc3NC(=O)CCCc3ccccc3)CC2)c1	0	-8	9	1.1	-10	-23	8	4	-4
22	O=C(O)CN1C(=O)/C(=C\c2cccc(OCc3ccccc3F)c2)SC1=S	-1	35	24	0.94	6	15	23	-4	1
23	Cc1cccc(CCNC(=O)CNS(=O)(=O)c2ccc3nc(C)sc3c2)c1	-3	16	6	0.94	6	8	-1	2	-7
24	O=C(CNC(=O)c1ccco1)Nc1ccc(N2CCCCCC2)cc1	1	13	30	0.94	6	-12	-3	6	-4
25	CCOc1ccc(OCC(=O)Nc2ccccc2C(F)(F)F)cc1	0	15	28	0.95	5	12	9	-2	-5
26	COc1cccc(CNC(=O)c2cccc(NC(=O)C3=C(C)OCCS3)c2)c1	-5	25	2	1.2	-15	11	-1	0	-2
27	COc1ccc(/C=N/NC(=O)C(Cc2c[nH]c3ccccc23)NC(=O)OCC(C)C)cc1[N+](=O)[O-] (stereo not given)	37	17	18	0.92	8	-33	-7	-2	14
28	COc1ccc(NC(=O)CN(C)CC(=O)Nc2sc3c(c2C#N)CCC3)cc1	1	9	6	1.2	-24	-44	11	-3	-3
29	Clc1ccc(-c2cn3ccccc3n2)cc1	-6	22	40	1	-3	-21	-10	0	3
30	CC1CCCN(C(=O)c2nn(C)c3c2CS(=O)(=O)c2ccccc2-3)C1 (stereo not given)	1	9	0	1	0	-16	2	0	-4

# One compound at a time, as listed above. Values in the order: APOBEC3A inh	tim10-1 inh	NALP3 yeast inh	mIAP activ	mIAP block	hIAP block	TIM10 inh	MIN6 prolif	A3G deaminase
# CC(=O)NCCc1ccc(S(=O)(=O)NCc2ccc3c(c2)OCO3)cc1 as listed: 8	4	10	1	-4	-8	4	0	-4
# CCOc1ccc(OCC(=O)Nc2ccccc2C(F)(F)F)cc1 as listed: 0	15	28	0.95	5	12	9	-2	-5
# Nc1nonc1-n1nnc(C(=O)N/N=C/c2cccnc2)c1CSc1ccc(Cl)cc1 as listed: -1	37	4	0.88	12	22	0	5	-2

# (cont.)
no.	compound	APOBEC3A inh	tim10-1 inh	NALP3 yeast inh	mIAP activ	mIAP block	hIAP block	TIM10 inh	MIN6 prolif	A3G deaminase
31	CCOc1ccc(CCNC(=O)c2nn(C)c3c2CS(=O)(=O)c2ccccc2-3)cc1OCC	-1	22	3	0.9	10	-18	17	3	-1
32	Cc1occc1-c1nnc(SCC(=O)N2CCOCC2)o1	4	15	-7	1.1	-6	5	7	-2	-2
33	CCOC(=O)N1CCN(C(=S)NC(=O)C23CC4CC(CC(C4)C2)C3)CC1	-4	12	3	1.1	-9	-24	11	0	-2
34	COc1cccc(C2CC(c3ccc(C(C)C)cc3)n3nc(N)nc3N2)c1 (stereo not given)	-4	0	11	0.86	14	0	-5	-1	-5
35	CCCC[C@@H](CNC)NC[C@H](Cc1ccc(O)cc1)NCCc1ccc(OCC)cc1	-5	5	9	0.99	0	-14	9	-8	-6
36	CNC(=O)c1[nH]cnc1C(=O)Nc1ccc(OC)cc1	-3	-1	21	1	-1	-48	2	-1	-13
37	COc1ccc(NC(=O)c2cccc3ccccc23)cc1	-6	-6	26	1	-4	4	2	-3	-5
38	CCOC(=O)C1=C(C)N=C(SC)N(C)C1c1ccccc1 (stereo not given)	0	38	13	1.1	-5	-4	16	2	-1
39	O=c1c(-c2ccc(O)cc2)coc2cc(O)cc(O)c12	-1	24	5	1.3	-28	-22	-7	-1	3
40	NC(=O)CC1C(=O)N(c2ccccc2)C(=S)N1NC(=O)c1ccc(Br)cc1 (stereo not given)	-2	-10	16	0.91	9	11	-4	-1	-7
41	Nc1nc(NCCO)nc(NCc2ccccc2)c1[N+](=O)[O-]	-1	15	11	1	-1	12	4	-3	-6
42	CCOc1ccc(C2CC(=O)c3c([nH]c(C(=O)OC)c3C)C2)cc1OC (stereo not given)	0	-2	16	1.1	-10	-14	11	0	-6
43	O=c1oc2c(-c3ccc([N+](=O)[O-])cc3)cc(O)cc2s1	-3	10	5	0.89	11	3	-7	-5	-5
44	Cc1cc(SCC(=O)NC(=O)NCc2ccco2)nc2ccccc12	0	43*	11	0.94	6	-8	32	-3	3
45	Oc1c(CN2CCCCC2)cc(Br)c2cccnc12	-4	11	44	0.93	7	-12	24	-4	7

no.	compound	APOBEC3A inh	tim10-1 inh	NALP3 yeast inh	mIAP activ	mIAP block	hIAP block	TIM10 inh	MIN6 prolif	A3G deaminase
46	c1ccc2cc(OCCCn3ccnc3)ccc2c1	-7	-65	12	1	-1	-3	-51	-2	-5
47	COc1ccccc1C(=O)Nc1ccc(S(=O)(=O)N2CCCCC2c2cccnc2)cc1 (stereo not given)	-12	64*	12	1.1	-6	-4	63*	-1	-7
48	Cc1cc(NC(=O)CSc2cn(CCNC(=O)c3ccc(Cl)cc3)c3ccccc23)no1	-1	12	2	1	0	2	3	-3	-5
49	COC(=O)CN1C(=O)[C@H]2[C@@H](/C=C/c3ccccc3)N3C(=O)CN(Cc4ccccc4)C(=O)[C@@]3(C)[C@H]2C1=O	-2	5	16	1.1	-5	9	-8	1	-8
50	Cc1cc(C(F)F)n2ncc(C(=O)NC3CCCCCC3)c2n1	-3	-18	2	1	-3	-9	-23	0	-5
51	CCN(CC)CC(=O)Nc1ccc2c(c1)N(C(=O)CN(CC)CC)c1ccccc1CC2	-3	-2	14	0.97	3	-6	-1	-2	-2
52	Cc1nn(-c2ccccc2)c(C)c1C(=O)NCCc1ccc(Cl)cc1	-3	21	21	0.99	1	7	6	-6	-4
53	COc1ccc(C2/C(=C(\O)c3ccc4c(c3)OCCO4)C(=O)C(=O)N2Cc2cccnc2)cc1 (stereo not given)	-2	1	9	1	-4	11	2	-2	5
54	c1ccc2c(c1)[nH]c1c(N3CCN(C4CCCCC4)CC3)ncnc12	-5	11	10	1.2	-16	7	6	-3	-8
55	CN(C(=O)/C=C/c1ccc(F)cc1)C1CCCCC1	-2	19	34	0.92	8	7	19	-3	-4
56	Cc1ccc(S(=O)(=O)NCCC(=O)NNC(=O)COc2ccc(Br)cc2)cc1C	0	-10	7	1.1	-6	-148	-10	-4	4
57	CC(O)CN=c1cc(-c2ccccc2)oc2ccc(Cl)cc12 (stereo not given)	3	-10	14	0.97	3	7	3	1	-4
58	CCC(CC)c1nnc(NC(=O)COc2ccc3c(c2)OCO3)s1	3	-15	0	0.88	12	7	26	-2	45*
